High-throughput results deposited in PubChem by several laboratories.
TCR CD3 inh – inhibitors of human TCR-CD3 interaction; inhibition, % at 9.4 µM; TAMRA-labeled TCR probe fluorescence, biochemical; actives 0.37% (n = 360,000); AID 651800; in the data active = inhibition above about 19%;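 also: recombinant mutant TCR 2C K166C tagged with TAMRA read by polarization; 0% = receptor in buffer alone and 100% = receptor with positive control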
PRMT1 FP inh – inhibitors of human PRMT1 | Q99873 | recombinant PRMT1, activity-based probe fluorescence polarization | inhibition, % at 2.79 µM | actives 1.3% (n = 370,000) | AID 652257;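 active = inhibition above about 21% made by adding two undisclosed values, limit read from the data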
Target sequence (Q99873 whole entry, looked up): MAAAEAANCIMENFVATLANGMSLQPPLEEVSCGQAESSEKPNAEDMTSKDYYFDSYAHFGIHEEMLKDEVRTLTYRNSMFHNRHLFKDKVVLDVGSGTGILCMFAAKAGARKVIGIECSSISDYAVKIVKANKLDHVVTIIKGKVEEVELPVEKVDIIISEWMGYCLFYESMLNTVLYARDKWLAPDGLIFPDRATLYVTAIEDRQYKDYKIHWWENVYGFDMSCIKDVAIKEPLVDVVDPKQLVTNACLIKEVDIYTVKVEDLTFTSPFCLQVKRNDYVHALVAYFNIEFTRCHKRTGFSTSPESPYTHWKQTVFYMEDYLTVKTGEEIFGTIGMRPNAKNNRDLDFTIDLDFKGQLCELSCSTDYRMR
mABHD4 FP – inhibitors of mouse ABHD4. Q8VD66. purified mABHD4, FP-Rh probe fluorescence polarization. inhibition, % at 8.92 µM. actives 0.54% (n = 370,000). AID 720543;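 active = inhibition exceeding the mean over every tested compound plus 3 SD, cut at about 30% in these data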;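 also: 0% = plate median of compound wells and 100% = S159A mutant with DMSO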
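Assay system: mABHD4 protein; medium: HEPES pH 7.0, NaCl, Pluronic buffer; dosing: 8.92 µM, single dose; schedule: 45 min + 60 min at 25 °C; signal: FP readout, ex 525 nm / em 598 nm; read-out: normalized percent inhibition of probe labeling; repeats: single replicate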
HTRA1 inhibitor – blocks human HTRA1 serine peptidase; Q92743; AID 504803; inhibition, % at 5.96 µM; recombinant HTRA1, FP-rhodamine activity-based probe, fluorescence polarization; actives 0.5% (n = 340,000); in the data active = inhibition above about 36%;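 also: 0% = enzyme with DMSO and 100% = wells lacking enzyme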
GC-B act – GC-B (human) receptor activation; actives 0.11% (n = 370,000); activation, % at 10 µM; HEK293-GC-B cells, CNP EC30, cGMP TR-FRET; 0% at EC30 CNP, 100% saturating CNP;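 active = activation at 10 µM reaching about 35% in either raw or pattern-adjusted values, limit read from the data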
SIAE primary – human SIAE inhibition, primary screen; Q9HAT2; SIAE FP-Rh probe binding, fluorescence polarization; inhibition, % at 9.66 µM; actives 0.69% (n = 370,000);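 active = inhibition above a cutoff: mean of compounds within the control limits plus 3 SD of those, cut at about 17% in these data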;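 also: 0% = plate median of compound wells and 100% = probe without SIAE protein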
Target sequence (Q9HAT2 whole entry, looked up): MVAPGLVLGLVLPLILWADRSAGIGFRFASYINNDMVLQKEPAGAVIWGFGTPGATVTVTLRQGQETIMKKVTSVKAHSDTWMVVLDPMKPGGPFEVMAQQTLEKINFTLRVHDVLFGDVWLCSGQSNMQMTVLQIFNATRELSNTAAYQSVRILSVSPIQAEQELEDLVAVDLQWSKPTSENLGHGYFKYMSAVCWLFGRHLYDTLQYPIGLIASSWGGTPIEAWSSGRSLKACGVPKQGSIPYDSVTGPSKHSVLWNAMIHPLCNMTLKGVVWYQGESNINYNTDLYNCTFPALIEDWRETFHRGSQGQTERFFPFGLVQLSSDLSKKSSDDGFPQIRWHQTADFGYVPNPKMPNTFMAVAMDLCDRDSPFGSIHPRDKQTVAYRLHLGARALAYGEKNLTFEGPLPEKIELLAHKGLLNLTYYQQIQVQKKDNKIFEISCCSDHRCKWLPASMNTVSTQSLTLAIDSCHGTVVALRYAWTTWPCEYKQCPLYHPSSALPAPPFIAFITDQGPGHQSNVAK
UHRF1 MBD2 ctr – UHRF1 methyl-DNA binding inhibition | UHRF1 binding to methylated oligo, TR-FRET | actives 0.75% (n = 370,000) | Q96T88 | inhibition, % at 4.4 µM; in the data active = inhibition above about 21%;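 also: UHRF1 SRA domain binding a hemimethylated CpG hairpin DNA probe; 0% = median of test compound wells and 100% = reference inhibitor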
MBD2 inh – blocks human MBD2 binding to methylated DNA. AID 686964. actives 0.31% (n = 370,000). Q9UBB5. inhibition, % at 4.4 µM. TR-FRET, MBD2 binding to methylated oligonucleotide; in the data active = inhibition above about 13%
rCAG binder – binds r(CAG) RNA repeats; r(CAG) RNA repeat, TO-PRO-1 dye displacement fluorescence; actives 1.3% (n = 370,000); AID 651821; inhibition, % at 3 µM;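 active = inhibition above the plate cutoff, the mean of all test compounds on that plate plus 3 SD, cut at about 35% in these data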;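 also: 0% = DMSO alone and 100% = 100 µM mitoxantrone as full dye displacement; higher means more dye released from RNA so lower well fluorescence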
NPR1 activator – GC-A (human) enzyme activation | P16066 | HEK293 GC-A cells, cGMP TR-FRET, EC30 ANP; 0% at EC30 ANP, 100% saturating ANP | activation, % at 10 µM | actives 0.14% (n = 370,000) | AID 1671463; in the data active = activation above about 40%
* = called active by the depositor; · = not tested or not shown.

# | SMILES | TCR CD3 inh | PRMT1 FP inh | mABHD4 FP | HTRA1 inhibitor | GC-B act | SIAE primary | UHRF1 MBD2 ctr | MBD2 inh | rCAG binder | NPR1 activator
1 | COc1ccc(C(=O)NNC(=O)C2=NN(c3ccccc3)C(=O)CC2)cc1 | -6 | 1 | 1 | -2 | 1 | -3 | 3 | 1 | -1 | -1
2 | CCN(CC)c1ccc2cc(C(N)=O)c(=O)oc2c1 | 11 | -4 | 41* | 10 | -2 | 10 | -21 | -6 | -4 | 1
3 | COc1ccc(C(=O)NCc2ccccc2OC)cc1 | 3 | -1 | 0 | 6 | 3 | 0 | -1 | -3 | -1 | 2
4 | CC(=O)[C@H]1CC[C@@H](c2ccccc2)N(S(=O)(=O)c2ccc(C)cc2)C1 | -5 | 2 | 0 | · | 0 | 0 | 1 | -5 | -1 | 1
5 | CCc1ccc(-c2cc(C)no2)cc1S(=O)(=O)N1CCN(c2ccc(F)cc2)CC1 | -8 | 2 | -4 | -26 | -6 | 0 | -1 | -2 | 9 | -12
6 | COc1ccc(/C=C2/C(=O)N(Cc3ccccc3)N=C2C)cc1 | 4 | -2 | 1 | 5 | 4 | 8 | 1 | -9 | 4 | 15
7 | CCOCCc1nnc(NC(=O)CCc2ccccc2)s1 | -14 | 2 | -5 | -2 | 2 | 0 | 4 | -3 | 3 | 2
8 | CCOC(=O)N1CCN(C(=O)C[C@H]2C[C@@]3(C(=O)OC)C(=C[C@H](COCc4ccccc4)O[C@@H]3C)N(Cc3ccc(Cl)cc3Cl)C2=O)CC1 | · | 3 | -5 | · | 3 | 0 | 2 | 2 | 9 | 0
9 | CC(C)OCCCNC(=O)Cn1nc(-c2ccccc2)ccc1=O | -4 | -4 | 2 | -1 | 2 | 6 | 2 | 7 | -4 | -4
10 | O=C(Nc1nnc(C23CC4CC(CC(C4)C2)C3)s1)c1ccc(N2C(=O)CCC2=O)cc1 | 3 | -5 | -4 | -4 | -6 | -2 | 3 | -2 | 3 | -2
11 | CS(=O)(=O)N(CC(=O)Nc1ccc(CC#N)cc1)c1ccc(C23CC4CC(CC(C4)C2)C3)cc1 | -2 | -2 | -12 | -42 | 1 | -71 | -1 | -5 | 4 | -9
12 | CC(Sc1nnc(C2CC2)n1C1CC1)C(=O)c1ccc(F)cc1 (stereo unspecified) | -6 | 5 | -4 | -1 | -1 | 0 | 4 | 3 | 2 | 1
13 | Cc1noc(C)c1C(=O)Nc1nccs1 | 15 | -2 | 6 | 1 | 5 | 0 | -3 | 3 | -4 | 1
14 | O=C(COC(=O)c1cc([N+](=O)[O-])ccc1NCCO)c1ccccc1 | 6 | 1 | -5 | -16 | 15 | -5 | -3 | 4 | 8 | 23
15 | COc1ccc(OCCNS(=O)(=O)Cc2ccccc2)cc1 | 4 | -2 | -3 | -2 | -2 | 6 | -1 | -1 | 0 | 2
16 | O=C(CCCc1nc(-c2ccccc2)no1)NCc1cccnc1 | -4 | -4 | 0 | 4 | 2 | 0 | 0 | -3 | 1 | -1
17 | CCOCCCN1C(=O)CN(C2CCC(C)CC2)C(=O)C1c1ccc(C)cc1 (stereo unspecified) | -4 | 10 | -7 | 1 | -2 | 1 | 5 | 10 | -7 | -2
18 | O=C1NC(Cc2ccc(O)cc2)c2nc3ccc(F)cc3c(=O)n2-c2cc3ccccc3cc21 (stereo unspecified) | 7 | -1 | -49 | -53 | 65* | -42 | -2 | 0 | 13 | 0
19 | COc1ccc(CNCCS(=O)(=O)NCc2ccc(OC)cc2)cc1 | 3 | -1 | -9 | -2 | -1 | -10 | 0 | -1 | 0 | -4
20 | COc1cc(S(=O)(=O)Nc2ccc3cn[nH]c3c2)ccc1Cl | -3 | -3 | -12 | -2 | 0 | -9 | 3 | -1 | 5 | 3

Next part
# | SMILES | TCR CD3 inh | PRMT1 FP inh | mABHD4 FP | HTRA1 inhibitor | GC-B act | SIAE primary | UHRF1 MBD2 ctr | MBD2 inh | rCAG binder | NPR1 activator
21 | CCN(CC(=O)Nc1c(F)cccc1F)C(=O)c1cccc(-n2cccc2)c1 | 0 | 0 | -3 | -7 | 9 | -4 | 20 | 11 | 10 | 2
22 | Cn1ncc(N=Cc2ccccc2[N+](=O)[O-])c1C(N)=O | 3 | 1 | 2 | 9 | -6 | 1 | -4 | -4 | 0 | -8
23 | CCCSc1nnc(-c2ccccc2N)c(=O)[nH]1 | 1 | -1 | 5 | 2 | 0 | -1 | -7 | -13 | 2 | -1
24 | Cc1ccc2nc(CSc3nc(C)nc4c3oc3ccccc34)[nH]c2c1 | -3 | 2 | -26 | -56 | -1 | -24 | -7 | -1 | 7 | -2
25 | CCOC(=O)c1c(NC(=O)COC)sc2c1CCCC2 | 4 | 3 | -1 | -3 | -7 | -4 | -2 | -3 | -1 | -4
26 | Cc1c(NC(=O)c2ccc(Cl)s2)c(=O)n(-c2ccccc2)n1C | -6 | 1 | 3 | -7 | 4 | 4 | 3 | 0 | -3 | 2
27 | O=C(CSc1nc2[nH]ncc2c(=O)[nH]1)Nc1ccc(Cl)cc1 | 1 | -4 | -4 | 0 | -3 | -5 | -1 | 2 | 4 | 1
28 | Cc1cnc2c(N)cc(C)c(C)c2c1 | 2 | 1 | 6 | 4 | -5 | 10 | -1 | 3 | 1 | 0
29 | Cc1cc(C(=O)COc2ccccc2C(N)=O)c(C)n1C1CC1 | -2 | -1 | 9 | 6 | 2 | -3 | 2 | 0 | 1 | 2
30 | C=CCSc1nnc(NC(=O)c2ccc(S(=O)(=O)NCC3CCCO3)cc2)s1 (stereo unspecified) | 1 | 3 | 4 | 1 | -5 | -7 | 1 | -7 | 23 | 4
31 | CCc1nc2ccc(C(=O)N3CCN(C(=O)c4ccco4)CC3)cn2c1N(C)Cc1nccn1C | -6 | 2 | -6 | · | 1 | -5 | 0 | 0 | -1 | 0
32 | CCOC(=O)N1CCC(NS(=O)(=O)c2ccc(C#N)cc2)CC1 | -4 | 1 | -2 | · | 1 | -4 | 1 | -1 | -2 | 1
33 | Cc1c(NC(=O)C2CCN(S(=O)(=O)c3cccs3)CC2)c(=O)n(-c2ccccc2)n1C | -9 | -2 | -10 | 2 | 1 | -4 | 0 | -6 | 0 | 0
34 | CCOC(=O)c1cnc2ccccc2c1Nc1cc(C(=O)O)ccc1C | 6 | 2 | -2 | 2 | -6 | -9 | 7 | 3 | 4 | 0
35 | CN(c1ccccc1)c1nc(N)c([N+](=O)[O-])c(N2CCCCC2)n1 | -1 | 0 | -4 | -8 | -4 | 5 | 0 | 3 | -5 | 7
36 | COC(=O)/C=C1/S/C(=N/NC(=O)c2ccccc2OC)NC1=O | 4 | 4 | 2 | 8 | -6 | -4 | -1 | -1 | 11 | 0
37 | O=c1ccnc(SCn2nnc3ccccc3c2=O)[nH]1 | -6 | 44* | -6 | -1 | -2 | -1 | 5 | 0 | 1 | -9
38 | O=C1CC(c2ccc(Cl)cc2)Oc2ccc(Cl)cc21 (stereo unspecified) | 5 | 0 | -7 | -32 | -2 | 1 | -3 | 0 | 4 | 8
39 | CC(C)Cn1c(N)c(C(=O)COC(=O)C2Cc3ccccc3CN2S(C)(=O)=O)c(=O)n(C)c1=O (stereo unspecified) | -2 | 2 | -1 | -10 | -3 | -9 | 1 | -1 | 4 | -2
40 | CCOc1ccc(NC(=O)CN(c2cc(C)cc(C)c2)S(=O)(=O)c2c(C)noc2C)cc1 | 5 | 7 | 1 | -6 | -7 | 0 | 0 | 4 | 1 | 3

Other structures
# | SMILES | TCR CD3 inh | PRMT1 FP inh | mABHD4 FP | HTRA1 inhibitor | GC-B act | SIAE primary | UHRF1 MBD2 ctr | MBD2 inh | rCAG binder | NPR1 activator
41 | COc1cccc(OC)c1C(=O)N1CCN(c2c(Cc3ccccc3)c(C)nc3ncnn23)CC1 | 4 | -3 | -1 | -3 | -2 | -2 | -1 | -1 | -9 | -6
42 | O=C1C=CC(=Nc2ccc3c(c2)Cc2cc(F)ccc2-3)O1 | 4 | 74* | 4 | -10 | 35* | -6 | -7 | 3 | 5 | 33
43 | COc1cccc(-c2nc(CS(=O)(=O)CC(=O)N3CCCCC3)c(C)o2)c1 | -1 | 2 | -4 | 0 | -1 | 5 | -1 | 1 | -7 | -4
44 | O=C(NC1CCCCC1)C(C1CC1)n1c(=O)c(-c2ccco2)nc2ccccc21 (stereo unspecified) | 4 | 9 | 3 | · | -11 | 0 | -6 | -5 | 25 | -4
45 | O=C(Cn1c(=O)n(Cc2ccco2)c(=O)c2ccccc21)NCC1CCCO1 (stereo unspecified) | -6 | -4 | 0 | -4 | 3 | 11 | 1 | -6 | -4 | 6
46 | CN(C(=O)CN1C(=O)c2cc(Cl)c(Cl)cc2C1=O)C1CCS(=O)(=O)C1 (stereo unspecified) | -2 | 2 | -3 | 0 | 4 | 5 | 2 | 2 | -3 | -1
47 | COc1ccc(C2CC(=O)c3sc(NC(C)=O)nc3C2)cc1 (stereo unspecified) | 4 | 1 | -2 | 0 | -6 | -4 | 4 | 2 | 4 | -5
48 | COc1ccc(NC(=O)/C=C/c2cc(Br)ccc2OC)cc1 | 10 | -1 | -29 | -15 | 15 | -7 | -1 | -3 | 7 | 21
49 | COc1ccc(Cl)cc1NC(=O)c1sc2nc(C)nc(N3CCOCC3)c2c1C | 4 | 0 | -12 | 3 | 0 | -12 | 2 | -1 | 3 | -2
50 | CCN1C[C@@H]2[C@@H]3C(=O)N(C)C(=O)[C@@H]3[C@](Cc3ccccc3)(C1=O)N2C(=O)c1ccc(F)cc1 | 2 | -1 | 2 | 2 | 5 | 0 | 2 | 1 | -4 | 0
51 | CN1CCN(C(=S)Nc2ccc(Cl)c(Cl)c2)CC1 | 5 | -1 | -2 | -5 | -1 | -2 | 2 | -4 | -2 | 4
52 | Cc1cccc(C)c1-n1nnnc1C(CCc1ccccc1)N1CCN(C/C=C/c2ccccc2)CC1 (stereo unspecified) | 6 | 2 | 2 | · | 2 | 3 | -1 | -2 | 3 | 1
53 | CCOC(=O)c1[nH]c2ccc(OC)cc2c1NC(=O)c1cccc(OC)c1 | -2 | -1 | 9 | -6 | -9 | 4 | 1 | -3 | 3 | -11
54 | CN(CC1CCCO1)S(=O)(=O)c1ccc(C(=O)Nc2ccc(S(N)(=O)=O)cc2)cc1 (stereo unspecified) | 0 | -1 | -2 | -1 | -4 | 5 | -1 | -2 | 4 | 2
55 | COc1cccc(NC(=O)CCc2nnc3ccc(N4CCC(C)CC4)nn23)c1 | 1 | -1 | -6 | -1 | -4 | 0 | -1 | 1 | -1 | -6
56 | CCOC(=O)N1CCC(NC(=O)c2ccccc2C(=O)O)CC1 | -2 | -8 | 2 | 0 | 3 | -5 | -1 | 0 | -2 | 0
57 | O=C(COC(=O)/C=C/c1ccc([N+](=O)[O-])cc1)NCC1CCCCC1 | 9 | -2 | -1 | -4 | 2 | -2 | -1 | 1 | 6 | -3
58 | COc1ccc(OC)c(NC=C2C(=O)OC(C)(C)OC2=O)c1 | 2 | 0 | 5 | -5 | 1 | 4 | -2 | -3 | -2 | 2

These rows are one share of the data; rates above refer to the full screens.
